Screening results as filed in PubChem.
GLD-1 TGE inh: GLD-1-TGE RNA interaction inhibition (C. elegans); Q17339; purified GLD-1 + fluorescein TGE RNA, fluorescence polarization; inhibition, % at 5.96 µM; 320,000 compounds, 0.44% hits; AID 2280;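 active means percent inhibition above a per-plate cutoff, the plate mean of test compounds plus 3 SD, cut at about 30% in these data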;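 further: 0% = DMSO wells with GLD-1 and probe and 100% = wells lacking GLD-1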
Target sequence (Q17339 whole entry, looked up): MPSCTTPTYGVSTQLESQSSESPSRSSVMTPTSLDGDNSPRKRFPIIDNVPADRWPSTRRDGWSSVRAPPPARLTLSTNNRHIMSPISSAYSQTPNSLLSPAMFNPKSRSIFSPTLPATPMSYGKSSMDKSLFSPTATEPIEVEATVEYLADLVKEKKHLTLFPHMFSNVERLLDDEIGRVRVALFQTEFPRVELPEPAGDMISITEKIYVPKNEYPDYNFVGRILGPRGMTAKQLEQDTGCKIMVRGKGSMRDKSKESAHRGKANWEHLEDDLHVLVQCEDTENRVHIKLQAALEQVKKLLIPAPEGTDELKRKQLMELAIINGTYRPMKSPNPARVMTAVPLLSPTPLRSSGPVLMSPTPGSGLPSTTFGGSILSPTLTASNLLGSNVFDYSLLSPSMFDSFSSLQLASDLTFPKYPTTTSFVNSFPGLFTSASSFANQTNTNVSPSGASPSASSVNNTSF
ZTA counter: blocks Epstein-Barr virus ZTA, an EBNA-1 counter-screen; 320,000 compounds, 0.15% hits; P03206; AID 2234; inhibition, % at 11 µM; ZTA-DNA binding, fluorescence polarization; in the data active means inhibition above about 33%
BCLXL inh: Bcl-xL (human) inhibition; inhibition, % at 10.9 µM; GST-Bcl-xL / FITC-Bim BH3 peptide fluorescence polarization; 320,000 compounds, 0.7% hits; AID 2129; Q07817;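 active means inhibition above the mean of all tested compounds plus 3 SD, cutoff set per campaign, cut at about 30% in these data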;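 further: 0% = DMSO wells and 100% = unlabeled Bim-BH3 peptide competitor; inhibitors lower millipolarization by displacing the labeled peptide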
MEX-5 binding: C. elegans MEX-5 TCR-2 RNA binding activity; Q9XUB2; MEX-5/FITC-TCR2 RNA binding, fluorescence polarization; active compounds read low; activity score (negative = inhibition of binding), % at 10 µM; 300,000 compounds, 0.38% hits;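 active means inhibition past about -25% in most replicates, and total fluorescence under double the plate's negative control median, limit read from the data; inconclusive means replicates evenly split on the limit, or fluorescence at least double controls; inactive means too little inhibition in most replicates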;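 further: 0% = DMSO and -100% = 5 µM competing unlabeled TCR2 RNA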
Target sequence (Q9XUB2 whole entry, looked up): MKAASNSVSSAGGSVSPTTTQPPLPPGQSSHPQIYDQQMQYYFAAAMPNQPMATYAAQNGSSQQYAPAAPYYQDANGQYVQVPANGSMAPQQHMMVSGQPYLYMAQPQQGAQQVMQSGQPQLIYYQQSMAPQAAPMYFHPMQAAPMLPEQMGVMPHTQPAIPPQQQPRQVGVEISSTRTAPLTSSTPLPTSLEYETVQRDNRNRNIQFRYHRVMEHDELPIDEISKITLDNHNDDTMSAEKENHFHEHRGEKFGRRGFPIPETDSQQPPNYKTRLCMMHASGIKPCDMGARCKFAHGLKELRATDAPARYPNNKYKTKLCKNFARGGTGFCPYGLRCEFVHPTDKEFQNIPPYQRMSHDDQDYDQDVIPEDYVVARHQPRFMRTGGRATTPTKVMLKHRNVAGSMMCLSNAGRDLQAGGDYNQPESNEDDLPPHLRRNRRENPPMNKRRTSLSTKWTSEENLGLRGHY
MCL1 BIM primary: disrupts human MCL1 binding to BIM-BH3 peptide | inhibition, % at 10.9 µM | AID 2057 | 320,000 compounds, 0.68% hits | GST-MCL1 / FITC-Bim-BH3 fluorescence polarization;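 active means inhibition above the mean inhibition of all tested compounds plus 3 SD, set per campaign, cut at about 40% in these data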;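 further: 0% = DMSO wells and 100% = unlabeled Bim-BH3 peptide control; higher means more loss of mP so more displacement of Bim peptide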
Yeast superoxide: lowers age-related superoxide in aged yeast cells. S. cerevisiae aged cells, superoxide DHE fluorescence; active compounds read low. superoxide response (% of plate mean), % at 10 µM. 330,000 compounds, 0.18% hits;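 active means superoxide response under a set limit, about three screen SD below normal, cut at about 65% in these data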;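 further: yeast aged for seven days with compound at 30 °C before DHE staining; 100% = average MFI of all compound-treated wells on the plate with controls excluded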
Efflux pump mplx: blocks antifungal efflux pumps in multiplex yeast assay | inhibition, % at 10 µM | 330,000 compounds, 0.44% hits | S. cerevisiae Candida pump triplex, Nile Red efflux;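 active means plate passing quality check with inhibition over a set limit, or well fluorescence over plate mean plus 4 SD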;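 further: Nile Red retained in pooled yeast measured as flow cytometry median fluorescence; 0% = buffer negative control and 100% = Enniatin B positive control; higher means more Nile Red kept so more efflux inhibition; some compounds called inactive have numbers as strong as hits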
EBNA-1 inhibitor: blocks EBNA-1 binding to DNA; 300,000 compounds, 0.34% hits; inhibition, % at 14.8 µM; EBNA-1 DNA binding, fluorescence polarization; AID 1950; in the data active means inhibition above about 28%
Fam108B counter: counter-screen for RBBP9 inhibitors: inhibitors of mouse Fam108B. recombinant Fam108B, FP-Rh probe fluorescence polarization. inhibition, % at 9.51 µM. 300,000 compounds, 0.33% hits. AID 1947;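 active means inhibition above the screen mean inhibition plus 3 SD, computed separately per campaign, cut at about 18% in these data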;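 further: inhibitors lower polarization as less probe binds the enzyme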
* = called active by the depositor; ? = inconclusive; . = no result given. Random draw from the library; about 2.3% have a hit in one of these screens.

SMILES	GLD-1 TGE inh	ZTA counter	BCLXL inh	MEX-5 binding	MCL1 BIM primary	Yeast superoxide	Efflux pump mplx	EBNA-1 inhibitor	Fam108B counter
O=c1[nH]c(CN2CCCC2)nc2sc3c(c12)CCC3	-2.0	0.5	3.9	-0.5	-2.6	102.4	0.2	-4.5	-0.9
C=CC[n+]1c(-c2ccc(OCC)cc2)csc1NNC(=O)Nc1ccccc1	-10.1	-9.4	-12.3	-1.1	-19.6	95.5	0.1	-7.8	-2.9
COc1ccc(NC(=O)C2c3cc(OC)c(OC)cc3C(=O)N(C)C2c2cccnc2)cc1OC (configuration not stated)	3.1	0.4	4.1	2.7	7.8	96.7	-0.1	2.6	2.1
S=C(NCC1CCCO1)Nc1cccc(Cl)c1 (configuration not stated)	-3.9	-24.9	6.1	-0.1	13.1	104.0	-0.1	-5.0	2.9
O=C(O)CCC(=O)NNc1ncnc2ccccc12	1.6	12.6	-0.1	-8.1	1.4	83.1	-0.2	1.1	2.6
CC1CCN(C(=O)COC(=O)C2CCN(S(=O)(=O)c3ccc4c(c3)OCCO4)CC2)CC1	0.5	3.5	-0.3	2.0	-3.8	102.7	0.0	-3.0	3.7
O=C(Cc1cccs1)N1CCN(c2cccc(Cl)c2)CC1	5.3	-14.9	1.2	-1.0	0.0	96.3	0.2	-5.6	-2.1
COc1cc(C(c2c(C)[nH][nH]c2=O)c2c(C)[nH][nH]c2=O)ccc1OC(C)C	-2.8	5.8	2.6	-4.9	-0.2	96.7	0.3	1.9	4.1
COc1ccc(OC)c(-c2nnc(SCC(=O)N3CCOCC3)o2)c1	2.0	-21.9	5.7	-0.8	10.7	80.9	-0.1	-3.2	-3.9
Cc1c(OCC(=O)N2CCC(C(=O)O)CC2)ccc2c3c(c(=O)oc12)CCC3	4.6	12.4	4.3	0.6	4.3	89.9	0.1	4.2	-0.4
COc1ccc(CC(=O)Nc2ccc(F)c(F)c2F)cc1S(=O)(=O)N1CCOCC1	4.3	-4.8	-2.2	.	-2.6	101.8	-0.2	.	.
COc1cc(/C=N/Nc2nc(Nc3ccccc3)nc(N3CCOCC3)n2)ccc1OC(=O)c1ccco1	12.1	-2.3	3.0	-1.6	4.9	94.2	-0.1	-4.8	-18.3
CN1N=C(C(C)(C)C)CSC1=Nc1ccccc1	-2.8	-2.3	0.8	2.3	3.0	100.8	-0.1	1.0	1.4
O=C(N/N=C/c1cccs1)c1cccc(S(=O)(=O)Nc2ccc(Cl)cc2)c1	-1.9	-8.7	5.0	-3.5	0.1	119.2	0.6	5.5	-82.9
O=C1CCC(=O)N1CNc1cccnc1	1.5	16.5	5.7	1.6	8.2	95.4	-0.1	-3.8	2.1
COc1cccc(OC)c1C(=O)Nn1c(-c2cccc(C)c2)nc2ccccc2c1=O	-2.6	8.7	1.7	-5.6	-6.3	96.4	-0.1	2.6	-0.9
CC(N=C1CC(C)(C)CC(=O)/C1=C(/O)CCCN1C(=O)c2ccccc2C1=O)C(=O)O (configuration not stated)	9.9	-3.6	4.6	-0.1	12.8	109.8	0.2	-11.5	-3.0
CCc1ccc(NC(=S)N(CCC(C)C)C2CCN(C(C)=O)CC2)cc1	-4.1	-2.7	-1.1	-1.7	1.5	72.0	0.5	-20.8	-3.8
COc1cc(/C=C2\SC(=S)N(CCC(=O)N3CCCCC3)C2=O)cc(OC)c1OC	-1.4	0.3	1.7	0.7	8.1	123.9	0.0	4.5	4.4
OCCNC(=S)Nc1cccc(Cl)c1Cl	6.0	-2.9	10.7	-0.3	1.0	98.3	-0.1	8.9	-0.7
Cc1csc(NC(=O)Nc2ccc(Cl)cc2)n1	3.8	12.2	3.2	-1.4	-0.3	102.5	0.1	2.7	0.5
N#Cc1ccc(C(=O)NC2CCCCCCC2)cc1	-0.7	-17.1	0.6	4.5	1.7	116.6	0.2	-14.5	0.4
Cn1c(SCC(=O)c2ccc3c(c2)OCO3)nnc1C1COc2ccccc2O1 (configuration not stated)	4.5	-8.1	-6.0	0.7	0.1	110.9	0.2	9.3	-3.0
CC#CC(=O)N1CCCC(Cc2cccc(OC)c2)(C(=O)OCC)C1 (configuration not stated)	6.7	0.2	2.2	0.4	4.8	90.6	0.0	1.6	-3.0
Cn1cnnc1Sc1cc(N2CCN(S(=O)(=O)c3ccccc3)CC2)ccc1[N+](=O)[O-]	-7.2	-10.9	2.6	-0.1	-1.9	109.8	-0.1	-2.6	2.6
Cc1c(C(=O)O)cccc1-n1c(C)cc(/C=N/NC(=O)c2cc3ccccc3o2)c1C	-2.9	-1.3	7.4	0.2	16.9	77.3	-0.1	5.3	-1.9
CNc1nc(-c2ccccc2)nc(-c2ccc(OC)cc2)c1C#N	2.2	-1.3	6.6	1.1	1.0	96.1	0.1	-13.2	4.4
CN1CCN(C(=O)c2ccccc2NC(=O)COc2ccccc2Cl)CC1	1.2	4.3	3.0	-1.0	-3.9	104.2	-0.1	9.3	-1.7
O=C1c2ccccc2C(=O)C1c1ccnc2ccccc12	-8.1	0.6	0.6	-5.7	-5.7	114.9	0.1	15.6	1.1
COc1cc(OC)cc(C(=O)NCc2ccc3c(c2)OCO3)c1	-9.2	6.9	9.2	1.6	3.0	97.8	-0.2	-0.3	2.5

No new results follow: an excerpt of the list.
SMILES	GLD-1 TGE inh	ZTA counter	BCLXL inh	MEX-5 binding	MCL1 BIM primary	Yeast superoxide	Efflux pump mplx	EBNA-1 inhibitor	Fam108B counter
N#Cc1ccc(C(=O)NC2CCCCCCC2)cc1	-0.7	-17.1	0.6	4.5	1.7	116.6	0.2	-14.5	0.4
Cn1c(SCC(=O)c2ccc3c(c2)OCO3)nnc1C1COc2ccccc2O1 (configuration not stated)	4.5	-8.1	-6.0	0.7	0.1	110.9	0.2	9.3	-3.0

Next records.
SMILES	GLD-1 TGE inh	ZTA counter	BCLXL inh	MEX-5 binding	MCL1 BIM primary	Yeast superoxide	Efflux pump mplx	EBNA-1 inhibitor	Fam108B counter
CCc1ccc(N2CC(C(=O)Nc3nccs3)CC2=O)cc1 (configuration not stated)	2.3	1.1	3.0	-0.3	0.9	97.2	0.6	-4.2	-1.5
O=C(OCc1nnc(-c2ccccc2)o1)c1cc([N+](=O)[O-])ccc1Cl	3.0	14.4	1.5	2.1	-4.1	90.9	0.0	6.7	-0.9
CC(OC(=O)CCCc1nc2ccccc2s1)C(=O)NC(N)=O (configuration not stated)	1.4	15.3	-5.3	3.6	-9.5	107.3	0.0	-1.7	1.1
CCNC(=O)NC(=O)C(C)OC(=O)c1oc2ccccc2c1CSC1CCCCC1 (configuration not stated)	8.2	5.6	5.6	0.0	7.7	86.7	-0.2	2.9	12.6
COc1cc(OC)c(NC(=O)CS(=O)(=O)Cc2nc(-c3ccc(C)cc3)oc2C)cc1Cl	2.1	-9.8	1.4	0.5	-3.2	105.1	0.1	0.0	-0.1
COc1cccc(NC(=O)CSc2nnc(Cc3ccc(OC)c(OC)c3)o2)c1	-2.5	1.1	-3.4	-0.5	-5.9	95.1	0.1	-9.7	-5.0
Cc1ccc(CNC(=O)C2CCN(c3nnc(N4CCCC4=O)s3)CC2)cc1	-6.5	-0.8	-6.3	0.9	-9.8	132.5	0.7	-16.2	-5.5
O=C1N=c2ccccc2=C1c1sc(=S)n(CC2CCCO2)c1O (configuration not stated)	-2.2	-9.5	5.5	1.9	10.5	106.9	-0.1	-8.1	-0.3
COC(=O)c1ccccc1NC(=O)c1c(Br)cnn1C	-1.6	-5.3	9.0	0.6	5.7	94.3	-0.1	1.5	3.8
CCN(C(=O)COC(=O)c1c(C)nn(-c2ccccc2)c1C)C1CCS(=O)(=O)C1 (configuration not stated)	-2.8	-0.7	-6.0	3.4	-15.1	95.5	0.3	10.3	-1.1
CCOc1ccc(S(=O)(=O)N2CN3CCN(C3)C2)cc1	7.4	17.2	2.7	-2.3	4.6	98.7	-0.1	0.5	1.5
CCCOc1cc(C)c(S(=O)(=O)N2CCOCC2)cc1C	8.6	-12.0	-3.9	0.0	-7.0	92.5	-0.3	-3.5	-1.2
CC(C)NC(=O)c1nc2c(nnn2Cc2cccc(Cl)c2)c(=O)[nH]1	-0.6	9.9	4.0	-2.4	10.3	104.1	0.0	-7.3	-1.9
Cc1cccn2c(=O)c3cc(C(=O)NC4CCS(=O)(=O)C4)n(Cc4ccccc4)c3nc12 (configuration not stated)	-6.1	4.5	-1.6	0.9	-6.4	124.3	0.0	0.4	-2.1
O=C(Cc1n[nH]c(=O)[nH]c1=O)N/N=C/c1c(O)ccc2ccccc12	-4.8	1.5	3.9	?	22.1	81.0	0.0	1.4	-2.6
O=C(NCCc1ccccn1)c1cc(-c2ccc(Cl)cc2)nc2ccccc12	-0.4	-0.1	-6.5	2.0	-7.5	105.6	0.2	-15.1	0.8
Cc1nn2cc(-c3ncc(C(F)(F)F)cc3Cl)cnc2c1Br	7.8	-4.1	-3.6	2.4	0.6	94.7	-0.1	3.6	3.0
Cc1ccc(S(=O)(=O)NCCN2CCOCC2)c(C)c1	0.9	-3.4	6.4	0.9	-2.4	89.9	-0.2	-14.5	1.8
COc1ccc(C2CC(=O)C3=C(C2)Nc2ccccc2NC3c2coc3ccccc3c2=O)cc1OC (configuration not stated)	-0.1	18.4	-0.3	.	-7.9	86.0	-0.4	5.3	-0.8
Cn1c(=O)c2c(-c3ccccc3F)c3c(nc2n(C)c1=O)-c1ccccc1C3O (configuration not stated)	2.4	13.2	-0.5	-3.3	0.0	105.9	0.0	8.5	2.7
CCn1c(C)c(C)c2cc(C(=O)N3CCCC3)ccc21	2.0	1.8	7.8	-0.8	3.6	90.3	0.1	-0.4	-11.8
Cc1ccc(NS(=O)(=O)N(C)C)cc1	4.8	-12.6	2.6	0.7	1.2	105.3	0.0	-5.0	-1.5
Cc1cc(C)n2nc(CNS(=O)(=O)c3cccc([N+](=O)[O-])c3)nc2n1	-6.1	4.7	3.9	1.5	8.9	107.4	0.1	0.4	-8.1
Clc1ccc(OCCCNCc2ccccc2)c(Br)c1	-1.3	-15.6	-3.8	.	-5.2	107.2	0.3	-19.1	3.4
COc1ccc(OC)c(NC(=O)c2c(NC(=O)CNCc3ccco3)sc3c2CCC3)c1	-0.6	-8.8	3.3	3.6	9.3	99.5	-0.1	-2.7	4.0
C=CCn1c(SCn2nnc3ccccc3c2=O)nnc1-c1ccc(Cl)cc1	3.3	-6.8	-4.4	-1.1	-6.2	110.8	0.1	2.5	1.7
O=c1[nH]c2ccccc2nc1-c1ccccc1	-1.9	-5.2	4.7	2.1	4.6	92.3	0.0	-6.6	-3.7
O=C(N/N=C/c1cccnc1)c1ccc([N+](=O)[O-])cc1Cl	5.0	-19.1	3.0	0.2	0.2	97.1	-0.2	1.0	-1.3
Cc1cc(=O)n2c3ccccc3n(CC(O)CN3CCN(Cc4ccccc4)CC3)c2c1C#N (configuration not stated)	0.7	-6.8	4.1	1.8	3.0	102.8	0.0	5.3	-1.6
COc1ccc(S(=O)(=O)NNC(=O)c2ccc(-n3c(C)ccc3C)cc2)cc1	1.4	-0.4	8.5	1.8	2.7	107.8	0.0	-14.1	-2.7
COc1ccc(CCNC(=O)CCc2cn(C)c3ccccc23)c(OC)c1	-0.3	-11.8	-2.4	3.5	-5.3	93.6	-0.2	-1.5	4.4
COc1ccc(OC)c(NC(=O)CN2CCN(C(=O)c3ccco3)CC2)c1	-5.9	0.9	8.8	-0.4	10.1	80.5	-0.1	10.5	-3.5
